Assay outcomes as filed in PubChem BioAssay.
Rin1-Abl PPI inh = blocks binding of human Rin1 to Abl | TR-FRET Rin1/Abl binding, biochemical | inhibition, % at 7.35 µM | 360,000 tested, 0.4% active | P00519+Q13671; in the data active means inhibition above about 5%, passing the limit was not always enough
Neddyl block = inhibitors of human cullin neddylation | TR-FRET cullin neddylation, biochemical | calls only at 25 µM | 360,000 tested, 0.58% active | AID 651699; in the data active means inhibition above about 36%
Rpn11 inh = inhibitors of human proteasome Rpn11; human 26S proteasome, Ub4-pepOG fluorescence polarization; 20S core pre-blocked with epoxomicin; calls only at 20 µM; 360,000 tested, 0.59% active; AID 588493;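 active means inhibition at 20 µM, scaled to each plate's controls, above about 33%, limit read from the data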
Target sequence (O00487 whole entry, looked up): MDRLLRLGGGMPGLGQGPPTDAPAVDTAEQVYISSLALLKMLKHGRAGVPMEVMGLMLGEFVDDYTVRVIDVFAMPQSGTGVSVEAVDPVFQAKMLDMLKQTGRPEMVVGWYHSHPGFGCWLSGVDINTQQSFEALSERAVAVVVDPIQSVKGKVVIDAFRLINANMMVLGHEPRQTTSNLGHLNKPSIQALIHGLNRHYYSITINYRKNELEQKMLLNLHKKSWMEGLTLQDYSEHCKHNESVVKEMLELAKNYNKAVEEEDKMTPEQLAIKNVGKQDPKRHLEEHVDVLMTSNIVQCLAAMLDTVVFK
Scp1 inh = inhibitors of human Scp-1 phosphatase | Recombinant Scp1, phosphopeptide, malachite green phosphate absorbance | 340,000 tested, 0.88% active | inhibition, % at 20 µM | AID 493091;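 active means inhibition above about 50% at 20 µM, limit read from the data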;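 further: plate controls were DMSO wells with enzyme for no effect and wells lacking enzyme for full effect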
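Assay system: SCP-1 catalytic fragment, aa 76-261 | Buffer or medium: Tris acetate buffer pH 5.5 with MgCl2 and Tween-20 | Compound: One concentration, 20 µM, with 1.0% DMSO | Also added: Phospho 17-mer peptide substrate | Signal: Absorbance at 630 nm | Incubation: 45 min enzyme reaction at room temperature | Measure: % inhibition of SCP-1 phosphate liberation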
NadD block = blocks S. aureus nicotinate mononucleotide adenylyltransferase; AID 602399; inhibition, % at 20 µM; purified NadD enzyme, colorimetric absorbance read-out; 360,000 tested, 0.78% active; in the data active means inhibition above about 26%; further: some compounds past the cut are filed as inactive
SUMO1 PPI mod = SUMO1-SIM interaction modulation; AID 602429; P63165; SUMO1 binding to a labelled peptide, TR-FRET, 1 h; 360,000 tested, 0.33% active; inhibition, % at 20 µM; in the data active means inhibition above about 37%
Target sequence (P63165 whole entry, looked up): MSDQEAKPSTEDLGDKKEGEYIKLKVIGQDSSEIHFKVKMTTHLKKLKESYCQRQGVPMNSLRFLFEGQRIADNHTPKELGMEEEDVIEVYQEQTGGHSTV
DNMT1 inh = inhibitors of human DNMT1 | P26358 | DNMT1 molecular beacon, Hinp1I cleavage, fluorescence | inhibition (reported as % activation of signal), % at 10 µM | 360,000 tested, 0.83% active | AID 588458; in the data active means inhibition above about 50%
LMPTP inh = blocks human LMPTP phosphatase; P24666; recombinant LMPTP-A, OMFP fluorogenic substrate, fluorescence intensity; inhibition, % at 20 µM; 360,000 tested, 0.22% active;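 active means compounds that cut the enzyme signal by at least half of the control window in the single-dose screen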;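 further: plate controls were DMSO wells with enzyme plus substrate for no effect and substrate without enzyme for full effect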
Target sequence (P24666 whole entry, looked up): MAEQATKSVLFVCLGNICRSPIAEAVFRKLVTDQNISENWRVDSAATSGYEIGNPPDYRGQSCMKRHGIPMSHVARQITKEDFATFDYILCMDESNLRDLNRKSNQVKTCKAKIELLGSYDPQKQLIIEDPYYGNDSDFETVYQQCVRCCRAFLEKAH
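test system = LMPTP-A | amount = 0.625 nM LMPTP-A final | reagent = fluorogenic phosphatase substrate OMFP at 400 µM final | incubation = 50 min at room temperature | benchmarks = no-enzyme low control, uninhibited high control | medium = Bis-Tris pH 6.0, DTT, detergent | signal = fluorescence intensity of OMFP turnover product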
CSN inh = CSN deneddylation inhibition | Purified CSN, SCF-Nedd8-OG deneddylation, fluorescence polarization | inhibition, % at 12.5 µM | 360,000 tested, 0.38% active | AID 651999;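 active means pattern-corrected inhibition above about 35%, with an unprinted fluorescence ratio check between 0.5 and 1.5, limit read from the data, passing the limit was not always enough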;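 further: 0% = enzyme with substrate and 100% = substrate without enzyme; some results filed as inactive read as strong as hits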
Target sequence (Q92905 whole entry, looked up, one chain of several): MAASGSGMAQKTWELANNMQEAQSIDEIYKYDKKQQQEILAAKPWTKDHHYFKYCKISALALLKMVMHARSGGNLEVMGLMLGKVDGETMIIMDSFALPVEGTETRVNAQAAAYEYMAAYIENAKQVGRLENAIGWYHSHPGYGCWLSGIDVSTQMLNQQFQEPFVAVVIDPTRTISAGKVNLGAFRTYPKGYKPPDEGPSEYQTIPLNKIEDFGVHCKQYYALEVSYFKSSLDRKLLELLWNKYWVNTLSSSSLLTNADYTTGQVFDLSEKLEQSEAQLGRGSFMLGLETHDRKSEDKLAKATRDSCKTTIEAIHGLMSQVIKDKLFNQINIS
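Material: human Csn5 produced in HEK293T cells; Input: enzyme 0.24 nM; Reagent: SCFSkp2-Nedd8OG substrate at 10 nM final; Dosing: 12.5 µM compound; Incubation: 90 min reaction at room temperature; Detection: fluorescence polarization of the substrate; Evaluation: % inhibition of substrate cleavage by Csn5; Control set: substrate-only high control, full reaction low control.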
STEP block = STEP (human) phosphatase inhibition; inhibition, % at 20 µM; AID 588621; P54829; 360,000 tested, 0.25% active; recombinant STEP, OMFP fluorogenic substrate, fluorescence;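 active means inhibition at 20 µM, scaled per plate between control wells, above about 37%, limit read from the data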;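 further: 0% = DMSO with enzyme and substrate and 100% = substrate only without enzyme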
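Also added – OMFP at 25 µM · Test system – STEP tyrosine phosphatase · Technique – FITC-channel fluorescence of OMFP product · Schedule – 20 min at room temperature, dark · Evaluation – control-normalized % inhibition with plate pattern correction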
* marks the source's active call; other numbers are inactive results; i = inactive; . = not tested or not shown.

Short forms: A = Rin1-Abl PPI inh; B = Neddyl block; C = Rpn11 inh; D = Scp1 inh; E = NadD block; F = SUMO1 PPI mod; G = DNMT1 inh; H = LMPTP inh; I = CSN inh; J = STEP block
> COc1cc(/C=N/Nc2ccc(C(=O)O)cc2)cc(OC)c1OC
  A: 0; B: i; C: i; D: -9; E: 1; F: -4; G: 1; H: 0.7; I: 1; J: -2
> Cc1cc(NC(=O)CN2CCN(c3ncccn3)CC2)no1
  A: 2; B: i; C: i; D: 0; E: -1; F: 3; G: -3; H: -0.5; I: 1; J: -1
> Cc1noc(C)c1NC(=O)N(C)C[C@H]1OCCCC[C@@H](C)Oc2ccc(NC(=O)Nc3ccc(F)cc3)cc2C(=O)N([C@@H](C)CO)C[C@H]1C
  A: -4; B: i; C: i; D: .; E: 4; F: -2; G: 9; H: 2.2; I: 3; J: 1
> COc1ccc(N2CCN(CC(O)COc3ccc(F)cc3)CC2)cc1 (centres undefined)
  A: 4; B: i; C: i; D: -7; E: -8; F: 3; G: 1; H: -1.7; I: 3; J: 0
> Cc1ccc(C(=O)NC2CC(C)(C)NC(C)(C)C2)c(C)c1
  A: -3; B: i; C: i; D: 6; E: 2; F: 0; G: 2; H: -1.6; I: -4; J: 4
> Cc1cc(/C=c2/sc3nc4ccccc4n3c2=O)c(C)n1-c1ccccn1
  A: -2; B: i; C: i; D: -2; E: 16; F: 12; G: 7; H: 5.5; I: 4; J: -2
> O=C(CSc1nnc(-c2ccccc2)n1CC1CCCO1)N1CCCC1 (centres undefined)
  A: -1; B: i; C: i; D: -3; E: -6; F: 1; G: 0; H: -1.1; I: -1; J: 0
> OCC1OC(n2cnc3c(N4CCCC4)ncnc32)C(O)C1O (centres undefined)
  A: 5; B: i; C: i; D: .; E: -4; F: -15; G: 4; H: -0.2; I: 4; J: -3
> CC(=O)c1ccc2cccc3c2c1N=CN3C
  A: -3; B: i; C: i; D: -5; E: 3; F: -1; G: -12; H: 0.1; I: 3; J: -4
> CCOC(=O)c1ccc2c(c1)nc(SCC(=O)c1cc3ccccc3o1)n2CC
  A: 4; B: i; C: i; D: -2; E: 9; F: 20; G: -8; H: 2.8; I: 3; J: 5
> O=C(NC1CCN(C(=O)N2c3ccccc3Sc3ccccc32)CC1)c1ccco1
  A: 0; B: i; C: i; D: -11; E: -4; F: 6; G: -12; H: 1.4; I: 7; J: 0
> COc1ccc(NC(=O)Nc2ccc(C)cc2Br)c(OC)c1
  A: 7; B: i; C: i; D: -1; E: -6; F: 1; G: 1; H: 0.9; I: -7; J: 0
> CC1(C(=O)NS(=O)(=O)c2ccccc2OC(F)(F)F)CCN1C(=O)Cc1ccccc1 (centres undefined)
  A: -3; B: i; C: i; D: .; E: -3; F: 0; G: 2; H: -1.8; I: 2; J: 0
> OCCNc1nc(Nc2ccccc2O)nc(N2CCCC2)n1
  A: -2; B: i; C: i; D: 1; E: -4; F: 2; G: 0; H: 0.8; I: 6; J: 0
> COCC1CCN(Cc2nc(Cc3ccccc3Cl)no2)CC1
  A: -3; B: i; C: i; D: -9; E: 0; F: -1; G: 0; H: 0.5; I: -1; J: -1
> CS(=O)(=O)N(CCc1ccccc1)CC(=O)N1CCN(Cc2ccc3c(c2)OCO3)CC1
  A: 5; B: i; C: i; D: 10; E: -8; F: 1; G: 0; H: -0.4; I: -1; J: -2
> COC(=O)C1=CN(c2ccc(OC)cc2)C(N)=C(C#N)C1c1ccccc1F (centres undefined)
  A: .; B: i; C: .; D: .; E: .; F: 4; G: .; H: 0.5; I: -1; J: .
> Cc1cc(C)nc(NS(=O)(=O)c2ccc(NC(=O)c3ccc(O)cc3O)cc2)n1
  A: 1; B: i; C: i; D: -8; E: 2; F: 16; G: 0; H: -0.8; I: 1; J: -2
> O=P(CCCCCCCCCP(=O)(c1ccccc1)c1ccccc1)(c1ccccc1)c1ccccc1
  A: 1; B: i; C: i; D: 7; E: 12; F: 1; G: -13; H: 1.4; I: 7; J: 2
> C=CCn1c(N)cc(=O)nc1SCC(=O)Nc1ccccc1
  A: -1; B: i; C: i; D: -8; E: -6; F: 0; G: 3; H: -0.4; I: 5; J: -2
> OCCCn1c(CCNc2nc(-c3ccc(F)cc3)cs2)nc2cc(C(F)(F)F)ccc21
  A: 2; B: i; C: i; D: 0; E: 0; F: -3; G: -12; H: 1.6; I: 2; J: 11
> Cc1ccc(C(O)c2nc3ccccc3n2C(C)C)cc1 (centres undefined)
  A: 0; B: i; C: .; D: 0; E: 0; F: 1; G: -1; H: -0.2; I: 9; J: -4
> Cc1ccc(C(=O)N(NC2=NS(=O)(=O)c3ccccc32)S(=O)(=O)c2ccc(C)cc2)cc1
  A: -2; B: i; C: i; D: -2; E: -5; F: 1; G: 3; H: -1.2; I: 3; J: -7
> O=C(NCc1cccnc1)c1noc2c1CCCCC2
  A: -1; B: i; C: i; D: -3; E: 1; F: -4; G: 2; H: -1.1; I: -5; J: -4
> Cc1nn(C)cc1NC(=O)c1ccc(Br)o1
  A: -3; B: i; C: i; D: -1; E: -6; F: -2; G: -3; H: -0.4; I: 1; J: 0
> COCCNS(=O)(=O)c1ccc(-c2ccc(C)cc2)cc1
  A: 2; B: i; C: i; D: 0; E: 3; F: 0; G: 0; H: 1.6; I: -4; J: 2
> CC1CC(C)CN(S(=O)(=O)c2ccc(C(=O)Nc3nnc(C4CC4)o3)cc2)C1 (centres undefined)
  A: 3; B: i; C: i; D: -8; E: 9; F: 3; G: 0; H: -1.5; I: -1; J: 1
> CCN(C(=O)CSc1nnc(-c2ccc(F)cc2)n1C)C1CCS(=O)(=O)C1 (centres undefined)
  A: 0; B: i; C: i; D: -10; E: 3; F: -2; G: 4; H: -2.0; I: 5; J: 0
> Cc1cc(=O)c2c(C)nn(-c3ccccc3)c2[nH]1
  A: -2; B: i; C: i; D: -11; E: 1; F: 1; G: 4; H: 0.3; I: -2; J: -1
> O=C1C=CC(n2cc(F)c(=O)[nH]c2=O)O1 (centres undefined)
  A: 0; B: i; C: i; D: .; E: -6; F: 5; G: 45; H: 1.3; I: 0; J: 4
> O=C(COc1cccc(F)c1)NNC(=O)c1cccc(-n2cccc2)c1
  A: -1; B: i; C: i; D: 39; E: 10; F: 8; G: 35; H: 19; I: 9; J: -1
> COc1ccc(OC)c(CN(CCN2CCOCC2)S(=O)(=O)c2ccc(NC(C)=O)cc2)c1
  A: 0; B: i; C: i; D: -1; E: -7; F: 9; G: 0; H: -2.5; I: 0; J: 0
> Cc1ccccc1C(=O)NC(=S)Nc1sc2c(c1C#N)CCCC2
  A: 0; B: i; C: i; D: -4; E: 15; F: -2; G: -3; H: 7.9; I: -2; J: 2
> CCOC(=O)c1sc(=S)n(-c2ccccc2Cl)c1C
  A: 6; B: i; C: i; D: -8; E: -3; F: -7; G: 1; H: 0.5; I: 2; J: 0
> CCOC(=O)CNC(=O)N(CCOC)CC1CCCN(C2Cc3ccccc3C2)C1 (centres undefined)
  A: 1; B: i; C: i; D: -2; E: 3; F: 7; G: -1; H: 0.7; I: 0; J: 4
> COc1ccc(OCC(O)CN(CCO)CC(O)Cn2ccc3ccccc32)cc1 (centres undefined)
  A: 1; B: i; C: i; D: 5; E: 0; F: -2; G: -2; H: -1.4; I: 5; J: -3
> CCOC(=O)c1nc(Nc2ccc(N3CCC(C)CC3)cc2)c2ccccc2n1
  A: 1; B: i; C: i; D: -10; E: 2; F: -19; G: -14; H: 3.2; I: -1; J: -2
> CCN(C(=O)CSc1nc2nc(C)cc(C)n2n1)C1CCS(=O)(=O)C1 (centres undefined)
  A: -2; B: i; C: i; D: -9; E: -4; F: 1; G: 4; H: -0.6; I: 2; J: -2
> Oc1ccccc1C=Nc1ccccc1-c1nc2ccccc2[nH]1
  A: -4; B: .; C: i; D: 1; E: 2; F: 1; G: -5; H: 0.6; I: 7; J: -2
> O=C(OCC(=O)c1c[nH]c2ccccc12)c1cccc(O)c1
  A: -2; B: i; C: i; D: -17; E: -1; F: 6; G: -16; H: 0.7; I: -1; J: -4
> COCc1c(C#N)c(NCCc2ccccc2)nc(C)c1[N+](=O)[O-]
  A: 0; B: i; C: i; D: -8; E: -4; F: -5; G: 7; H: 0.7; I: -9; J: 0
> CCN1C(=O)[C@H]2[C@H]3CN=C(SCc4ccc(OC)cc4)N3[C@@](CC)(C(=O)OC)[C@H]2C1=O
  A: -3; B: i; C: i; D: 4; E: 5; F: 1; G: -5; H: -0.7; I: -3; J: 1
> CC1Cc2ccccc2N1C(=O)COC(=O)c1ccc([N+](=O)[O-])o1 (centres undefined)
  A: -4; B: i; C: i; D: -8; E: -1; F: -31; G: -5; H: -1.0; I: -3; J: -3
> CN(C)CC(NC(=O)c1cccc(S(=O)(=O)Nc2ccc3c(c2)OCO3)c1)c1ccccc1 (centres undefined)
  A: 0; B: i; C: i; D: -3; E: -9; F: -2; G: -3; H: -1.1; I: 4; J: -2
> COc1ccccc1CCC(=O)Oc1ccccc1C#N
  A: 4; B: i; C: i; D: -10; E: -5; F: 0; G: 3; H: 2.1; I: -1; J: 2
> C=CCOc1ccc(C2N3CC4(CC)CN2CC(CC)(C3)C4=O)cc1 (centres undefined)
  A: -1; B: i; C: i; D: 3; E: -3; F: -2; G: -8; H: 0.9; I: 2; J: -2
> COc1ccc(CCN(C)c2ccc(S(=O)(=O)N3CCCC3)cn2)cc1OC
  A: -3; B: i; C: i; D: 2; E: -2; F: 3; G: 0; H: -0.4; I: -1; J: -1
> CC(C)OC(=O)c1ccc(NC(=S)NC(=O)c2cncc(Br)c2)cc1
  A: -1; B: i; C: i; D: -9; E: -3; F: 0; G: -2; H: 0.0; I: -3; J: 1
> CNC(=S)N(CCc1c(C)[nH]c2ccc(OC)cc12)Cc1cccnc1
  A: 2; B: i; C: i; D: -4; E: 3; F: 1; G: 1; H: -0.2; I: -3; J: 1
> Cc1ccc(-c2csc(NC(=O)CSc3nnc4c(n3)[nH]c3ccccc34)n2)cc1
  A: 1; B: i; C: i; D: -9; E: 58*; F: 7; G: -3; H: 1.1; I: -1; J: -2
> CCOc1ccc(-c2cn(CCC#N)cn2)cc1
  A: -4; B: i; C: i; D: 0; E: -4; F: 5; G: -4; H: -1.5; I: 1; J: -1
> Cc1nn(CC2CC2)c(=O)n1-c1ccc(C(C)C)cc1
  A: 1; B: i; C: i; D: -7; E: -5; F: 5; G: 2; H: -2.5; I: -5; J: -1
